B2AR arrestin: qHTS assay of beta-arrestin-biased ligands of beta2-adrenergic receptor; Beta-2 adrenergic receptor (Homo sapiens), P07550; beta-arrestin recruitment to beta2AR, cell-based reporter; Potency, µM (titrated, usually from 46.1 µM), inactives show at the highest dose activation, hits mostly activators; 330,000 compounds, 0.02% hits; AID 492947, 2010;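 note: potency is the fitted concentration of half-maximal effect; 0% = DMSO controls and full agonism = EC100 isoproterenol or metaproterenol; nearly all actives have a fitted effect of over 65% in size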
TCR activator: Activators of T cell receptors: qHTS campaign; 330,000 tested, under 10 active; Potency, µM (highest dose often 9.22 µM), without a hit: at the top dose activation of IL-2 secretion, most hits filed as activators; AID 504894, 2011; primary human leukocytes, anti-CD3, IL-2 HTRF, 48 h; note: % of control where 0% means no effect
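TCR engagement came from a-CD3 beads alone, with compounds added to primary human leukocytes for 48 hr. Secreted IL-2 bridged europium cryptate- and d2-labelled anti-IL-2 antibodies, giving FRET emission at 665nm after 320nm excitation.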
ELG1 repair inh: qHTS screen for small molecules that inhibit ELG1-dependent DNA repair in human embryonic kidney (HEK293T) cells expressing luciferase-tagged ELG1; HEK293T ELG1-luciferase reporter, luminescence, 16 h; DNA damage induced by 5-fluorouridine; Potency, µM (series often up to 46.1 µM), inactives show at the highest dose activity change, negative = inhibition, actives largely listed as inhibitors; 330,000 compounds, 2.3% hits; note: potency is the fitted concentration of half-maximal effect; % is set by controls: 0 for no effect and ±100 for the full control effect; nearly all actives have a fitted effect of over 55% in size
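Luminescence from the luciferase reporter, measured 30 min after ONE-Glo reagent at room temperature, was the read-out. Beforehand, 2,000 cells per well were exposed for 16 hr at 37 °C to 5-fluorouridine together with compound or vehicle.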
Integrin act MD: qHTS for Activators of Integrin-Mediated Alleviation for Muscular Dystrophy; Potency, µM (series often up to 38.3 µM), for inactives: at the highest dose activation, most hits filed as activators; alpha7betagal myoblasts, beta-gal FDG fluorescence, 48 h; AID 624291, 2012; 350,000 compounds, 0.064% hits;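 note: potency is the fitted concentration of half-maximal effect; 100% = response of the positive control SU9516; nearly all actives have a fitted effect of over 60% in size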
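alpha7betagal+/- myoblasts (passage 13, 250/well) treated 48 h at 37C with compounds at 1:260 dilution of DMSO stock. Lysed, then beta-galactosidase activity read as FDG fluorescence (ex 480/em 540) after 30 min, with pre-read for autofluorescence.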
TRPV1 ag: HTS Assay for Compounds that Act as Agonists of the Vanilloid Receptor 1; 320,000 compounds, 0.19% hits; activation, % at 8.33 µM; Transient receptor potential cation channel subfamily V member 1 (Homo sapiens), Q8NER1; AID 540275, 2011; TRPV1-expressing cells, Fluo-8 calcium influx, agonist mode; in the data active = activation above about 80%; inconclusive = between about 30% and that limit; note: 0% is about no effect
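TRPV1-expressing cells were cultured overnight at 35.5C and loaded with Fluo-8 calcium dye for 40 to 90 min at room temperature. After a 10 s baseline, compound was added and calcium influx was read kinetically for 3 min (ex 480/em 520 nm).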
p53 reactivator: qHTS assay for re-activators of p53 using a Luc reporter. 320,000 compounds, 0.063% hits. H1299 p53-A138V BP100-luciferase reporter, luminescence, 24 h. Potency, µM (top dose mostly 92.2 µM), without a hit: at the top dose activity change, positive = activation, most hits filed as activators; note: potency is the fitted concentration of half-maximal effect; % of control where 0% means no effect; nearly all actives have a fitted effect of over 45% in size
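H1299 (p53-null), stable ts p53-A138V + BP100-Luc; 1000 cells/well, Opti-MEM/10% FBS; cpd 4 pt, 1:5; 24 h, 37 deg C, 5% CO2; detection reagent 10 min RT; luminescence.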
BRCA1 expr up: qHTS Assay to Identify Small Molecule Activators of BRCA1 Expression. MCF7-BRCA1-FFLuc reporter, luminescence, 48 h; response scale: scaled: vehicle 0%, 10 µM genistein 100%. 380,000 compounds, 1.1% hits. Potency, µM (titrated, usually from 46.1 µM), inactives show at the highest dose activation, usual class: activators. AID 624202, 2012; note: potency is the fitted concentration of half-maximal effect; nearly all actives have a fitted effect of over 80% in size; some results filed as inactive show a strong effect at the top dose
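Luminescence from a BRCA1-driven firefly luciferase in MCF7 cells was the read-out, taken 15 min after substrate addition following 48 h compound exposure at 37 °C. Data were normalized to a 10 microM genistein control and DMSO vehicle.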
AT treatment: qHTS Assay for Identifying a Potential Treatment of Ataxia-Telangiectasia. AID 485349, 2010. […] A-T fibroblasts, KAP-1 phosphorylation AlphaLISA; neocarzinostatin DNA damage 30 min before lysis. Potency, µM (titrated, usually from 57.5 µM), without a hit: at the top dose activation, hits mostly activators. 320,000 compounds, 0.19% hits; note: potency is the fitted concentration of half-maximal effect; % of control where 0% means no effect; nearly all actives have a fitted effect of over 45% in size
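ATM-like activity read as KAP-1 phosphorylation via AlphaLISA donor/acceptor antibody pairs after lysis and 6 hr at 25C. Cells were ATM-null patient fibroblasts ([…], hTERT), dosed 60 min, then exposed to the DSB inducer NCS for 30 min.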
CXXC DNA block: qHTS Fluorescence Polarization Assay for Inhibitors of MLL CXXC domain - DNA interaction | Histone-lysine N-methyltransferase 2A (Homo sapiens), Q03164 | MLL-CXXC / FITC-HOXA9 DNA fluorescence polarization | Potency, µM (titrated, usually from 115 µM), inactives show top-dose activity change, negative = inhibition, hits mostly inhibitors | 290,000 compounds, 0.037% hits; active = well fitted inhibition curve with a large enough effect in the polarisation, with a control signal flat, not every such curve was filed as active; inconclusive = small, poorly fitted or top-dose-only effect, or effect the other way, or a change in a side signal; inactive = no such curve, though single readings can be large or run the other way; the % refers to the polarisation; note: potency is the fitted concentration of half-maximal effect
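Steps: dispense CXXC domain solution (7 uM) → pin compounds or unlabeled HOX-A9 DNA control → 5 min ambient → add FLSN-HOX-A9 solution (50 nM) → spin → 30 min ambient → fluorescence polarization. Tris pH 7.5/NaCl/DTT/BSA buffer.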
TSG101-PTAP inh: qHTS Assay for Iinhibitors of HIV-1 Budding by Blocking the Interaction of PTAP/TSG101; Tumor susceptibility gene 101 protein (Homo sapiens), Q99816; Fluorescence polarization, FITC-PTAP peptide / Tsg101 binding; Potency, µM (highest dose often 115 µM), for inactives: at the top dose activity change, negative = inhibition, hits mostly inhibitors; 340,000 tested, under 10 active; AID 493005, 2010; active = well fitted inhibition curve with a large enough effect in the main read-out, with a control signal flat, not every such curve was filed as active; inconclusive = small, poorly fitted or top-dose-only effect, or effect the other way, or a change in a side signal; inactive = no such curve, though single readings can be large or run the other way; note: potency is the fitted concentration of half-maximal effect; % of control where 0% means no effect
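Compounds were pin-transferred onto Tsg101 binding domain (10 uM final) in HEPES pH 7.5 buffer, then FITC-PTAP peptide was added at 50 nM final. After 20 min at RT, polarization reported peptide displacement across a qHTS concentration series.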
Active calls of the source: *; u = inconclusive; x = not tested or not shown; [ ] = remark or other dose. Unless noted, calls come from the whole dose curve; as a rule, active = well fitted curve in the direction sought with a large enough effect; inconclusive = small, poorly fitted or top-dose-only effect, or another doubt; inactive = no such curve, though single readings can be large; an effect the other way counts as inactive or inconclusive.

SMILES | B2AR arrestin | TCR activator | ELG1 repair inh | Integrin act MD | TRPV1 ag | p53 reactivator | BRCA1 expr up | AT treatment | CXXC DNA block | TSG101-PTAP inh
Cc1cc(C(=O)COC(=O)c2ccc[nH]c2=O)c(C)n1C1CC1 | -1.0% | -3%[46.1 µM] | u | -14% | -2 | u | 127% | 0% | -2% | -3%
c1csc(Cc2nc(-c3ccc(-n4cccc4)cc3)no2)c1 | x | 1% | x | -9% | x | x | u | x | x | 1%
COC(=O)c1cccnc1NC(=S)NC1CCCCC1 | -0.3% | -2% | u | 4% | u | -4% | 8% | 2% | -1% | -2%
CCc1c(-c2ccccc2)[n+](=O)c2c(n1[O-])CCC2 | -0.1% | 9% | 15% | 10% | 5 | -3% | 0% | -8% | 6% | -2%
CC(NC(=O)C(c1ccccc1)c1ccccc1)C(=O)O (stereo unspecified) | -0.9% | 2% | -3% | -2% | -2 | 7% | 6% | 12% | -3% | -8%
COc1ccc(NC(=O)Nc2ccc(Cc3ccncc3)cc2)cc1OC | 0.3% | -6% | -12% | -5% | -12 | u | -33% | 1% | 11% | -1%
CC1=C([N+](=O)[O-])C(c2ccccc2Cl)NC(=O)N1C (stereo unspecified) | 0.1% | 2% | -17% | 6% | -1 | x | -13% | 9% | 1% | -1%
O=C1CSC(=S)N1c1cccc(Cl)c1 | 0.1% | -5% | -11% | -1% | 2 | 9% | -1% | 4% | 9% | -2%
CCc1ccc(C2CC(=O)Nc3c2c(=O)nc2c(C)cccn32)cc1 (stereo unspecified) | -0.6% | x | 3% | 1% | 1 | 1% | -12% | 0% | 13% | -1%
CCC1CCCN1Cn1cnc2c([nH]c3ccc(C)cc32)c1=O (stereo unspecified) | -4.2% | 0% | -3% | -20% | -3 | 7% | 4% | 32% | -3% | -1%
c1ccc(C2CCC(N3CCN(c4ccccc4)CC3)CC2)cc1 (stereo unspecified) | -0.5% | 1% | 9% | -3% | -13 | x | -37% | 10% | 15% | 2%
C[C@H](NC(=O)c1cc2c(cn1)[nH]c1ccccc12)C(=O)O | -0.6% | -1% | 1% | u | 7 | -3% | -10% | -1% | 57%[activator] | -5%
C=CCOc1ccc(C2C(C(=O)c3ccco3)=C(O)C(=O)N2CCCN(CC)CC)cc1 (stereo unspecified) | -1.9% | x | 6% | 9% | -3 | 5% | 7% | 5% | 10% | -1%
O=C(C=Cc1ccco1)c1ccc2ccccc2c1 | x | -1% | x | -1% | x | x | 3% | x | x | -2%
CN(Cc1cn(C)nc1-c1ccccc1F)Cc1nccn1C | -0.2% | -2% | -2% | -24% | 2 | -3% | 0% | 4% | -28% | -2%
N#Cc1cc2c(nc1SCC(=O)N1CCCCC1)CCCC2 | 0.5% | -1% | 18% | -22% | 2 | 16% | -6% | 0% | -8% | -3%
Cc1ccccc1N1CC(C(=O)Nc2nnc(SCCC3OCCO3)s2)CC1=O (stereo unspecified) | -0.7% | -2% | -9% | 4% | 2 | -15% | -6% | 6% | u | 0%
O=C(COc1ccccc1)NC(=S)Nc1ccc2c3c(cccc13)CC2 | 0.4% | -29% | 13% | -1% | 3 | -3% | -21% | x | 8% | 0%
COc1ccc(NC(=O)c2cc(-c3ccco3)on2)cc1OC | -0.3% | -1% | u | 14% | 0 | 15% | 81% | 7% | 18% | -6%
Cc1cc(C)n(C(=O)CSc2ccc(Cl)cc2)n1 | 0.1% | 0% | -17% | 8% | -4 | -3% | 0%[1.84 µM] | -3% | -11% | -4%
CC(C)OC(=O)n1c(=S)oc2ccccc21 | 0.4% | -2% | u | -24% | 1 | 4% | 8% | x | -2% | -4%
NS(=O)(=O)c1ccc(CNC(=O)Cc2c(F)cccc2Cl)cc1 | 0.3% | -2% | 5% | u | 1 | -2% | 2% | -1% | -18% | 0%
Cc1ccc(NC(=O)c2ccc(OC(F)F)cc2)cc1S(=O)(=O)N(C)C | -1.4% | 3%[46.1 µM] | u | 22% | 26 | u | -3% | 5% | 6% | -3%
CCOC(=O)c1ccc2[nH]c3ccccc3c2c1 | -1.1% | 2% | u | -5% | 21 | u | -15% | 13% | -26% | -9%
Cc1ccc(-c2nc(N3CCOCC3)sc2C(=O)N2CCOCC2)cc1 | -0.5% | -1%[46.1 µM] | 12% | 0% | u | -2% | 1% | 10% | 5% | 0%

Continued; it opens with the six that closed the last part.
SMILES | B2AR arrestin | TCR activator | ELG1 repair inh | Integrin act MD | TRPV1 ag | p53 reactivator | BRCA1 expr up | AT treatment | CXXC DNA block | TSG101-PTAP inh
Cc1cc(C)n(C(=O)CSc2ccc(Cl)cc2)n1 | 0.1% | 0% | -17% | 8% | -4 | -3% | 0%[1.84 µM] | -3% | -11% | -4%
CC(C)OC(=O)n1c(=S)oc2ccccc21 | 0.4% | -2% | u | -24% | 1 | 4% | 8% | x | -2% | -4%
NS(=O)(=O)c1ccc(CNC(=O)Cc2c(F)cccc2Cl)cc1 | 0.3% | -2% | 5% | u | 1 | -2% | 2% | -1% | -18% | 0%
Cc1ccc(NC(=O)c2ccc(OC(F)F)cc2)cc1S(=O)(=O)N(C)C | -1.4% | 3%[46.1 µM] | u | 22% | 26 | u | -3% | 5% | 6% | -3%
CCOC(=O)c1ccc2[nH]c3ccccc3c2c1 | -1.1% | 2% | u | -5% | 21 | u | -15% | 13% | -26% | -9%
Cc1ccc(-c2nc(N3CCOCC3)sc2C(=O)N2CCOCC2)cc1 | -0.5% | -1%[46.1 µM] | 12% | 0% | u | -2% | 1% | 10% | 5% | 0%
O=C(c1ccco1)N1CCCC(c2nc3c(nnn3Cc3c(Cl)cccc3Cl)c(=O)[nH]2)C1 (stereo unspecified) | 0.3% | 1% | -2% | 25% | -1 | -6% | -16% | 5% | 22% | 0%
Clc1ccc2c(SCC3CO3)c3ccccc3nc2c1 (stereo unspecified) | x | 1% | x | -4% | x | x | -78% | x | x | -5%
CCn1c2ccccc2c2nc3cc(OC)c(OC)cc3nc21 | 0.0% | 5% | u | 9% | 18 | 23% | 3% | 12% | -17% | -4%
COc1ccc(CC(=O)Nc2ccc(C(C)=O)cc2)cc1 | -0.4% | 1% | u | 3% | 4 | 4% | 43% | 12% | -2% | -2%
Cn1c(-c2cccc(OCc3ccccc3)c2)nc2c1c(=O)[nH]c(=O)n2Cc1ccccc1 | 0.3% | 13% | u | -5% | -3 | -1% | -8% | 2% | u | 0%
O=C(O)C1C2CCC(C2)C1C(=O)NCCCn1ccnc1 (stereo unspecified) | 0.1% | -3% | 7% | 3% | -1 | -12% | 0% | 4% | -1% | -3%
CCC1CC(C(=O)Nc2ccccc2)C(=O)O1 (stereo unspecified) | x | 2% | x | -30% | x | x | 13% | x | x | -3%
Cc1ccc(-n2nc(C(=O)NN)c(C)c(C#N)c2=O)cc1Cl | 0.4% | -5% | 15% | -5% | -2 | -3% | -5% | -6% | 46%[activator] | -5%
Nc1nc(SCc2ccccn2)c2ncn(C3OC(CO)C(O)C3O)c2n1 (stereo unspecified) | x | 2% | x | 23% | x | x | -9% | x | x | -2%
OC(COc1ccc(F)cc1Cl)CN1CCc2ccccc2C1 (stereo unspecified) | -0.3% | 3% | 2% | -49%[inhibitor] | -1 | 1% | -16% | 10% | 2% | -3%
COc1ccc(NC(=S)N2CCCCC2c2cccnc2)cc1 (stereo unspecified) | -0.1% | 2% | 6% | -10% | -2 | -2% | 0% | 5% | -7% | 3%
Nc1nnc(CCCCCc2nnc(N)s2)s1 | 0.1% | 14% | 21% | u | -1 | 0% | 2% | -2% | -4% | -7%
Cc1c(S(=O)(=O)N2CCN(c3ccc(F)cc3)CC2)c(=O)n(C)c(=O)n1C | 0.1% | 2% | 0% | 29% | 4 | 17% | 19% | 16% | 10% | x
O=C(Nc1cccc([N+](=O)[O-])c1)C1CC(=O)N(C2CCCCC2)C1 (stereo unspecified) | 0.2% | -1% | -9% | 11% | -1 | -1% | -22% | 8%[11.5 µM] | 1% | 0%

From PubChem
